Screening results (PubChem)
cardiac RTF act: cardiac RTF calcium sensitivity activators, primary screen, biochemical, IANBD-TnC fluorescence, EC20 calcium | Troponin I, cardiac muscle (Homo sapiens) + Troponin T, cardiac muscle (Homo sapiens) + … | IANBD-labeled TnC RTF fluorescence at EC20 calcium; 0% EC20 calcium, 100% full calcium | activation, % at 7.2 µM | 340,000 tested, 0.24% active;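 active = activation above the mean over all tested compounds plus 3 SD, cut at about 30% in these data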;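 note: rise in fluorescence read as greater calcium sensitivity of cardiac thin filaments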
PfHsp90 set2: growth inhibition of PfHsp90-expressing yeast, primary screen, antimalarial PfHsp90 inhibitor project, S. cerevisiae, BacTiter-Glo luminescence, single point, set 2 | inhibition, % at 9.4 µM | 310,000 tested, 0.32% active | BacTiter-Glo ATP, 48 h; yeast lacking PDR1 and PDR3 efflux regulators;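 active = every replicate shows inhibition above about 80%, whatever the replicate mean, limit read from the data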;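 note: 0% = DMSO neutral controls and 100% = 20 µM radicicol positive controls; yeast relying on Plasmodium falciparum Hsp90 in place of its own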
Mot1-301 SUMO: yeast Mot1-301 growth rescue at high temperature, primary screen, SUMOylation pathway inhibitor project, S. cerevisiae, ATP luminescence, 38.5C; S. cerevisiae Mot1-301 growth rescue; percent above DMSO median, 100 means doubled; growth rescue, % at 18.8 µM; 320,000 tested, 1% active; AID 2716, 2010;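 active = every valid replicate shows activation above 250% relative to neutral control wells; inactive = the rest, any valid replicate at or below 250%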;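 note: OY570 slx delta 5 strain wells were the positive control but not used for scaling; some compounds called inactive have numbers as strong as hits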
LANA DNA inh: inhibitors of KSHV C-LANA binding to DNA, primary screen, biochemical, fluorescence polarization, FAM-LBS DNA, MBP-C-LANA, single point. AID 504423, 2011. inhibition, % at 9 µM. Kaposi's sarcoma herpesvirus LANA C-terminal domain (residues 932-1162) DNA binding. 340,000 tested, 0.078% active;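 active = highest replicate inhibition at or above 60% at 9 µM, even if other replicates fall short; inactive = all replicates below 60% inhibition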;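 note: 0% = neutral control wells and 100% = 4 µM acridine orange control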
Cardiac RTF inh: cardiac RTF calcium sensitivity inhibitors, primary screen, biochemical, IANBD-TnC fluorescence, EC70 calcium. Troponin I, cardiac muscle (Homo sapiens) + Troponin T, cardiac muscle (Homo sapiens) + …. IANBD-labeled cardiac RTF, Ca2+ fluorescence. inhibition, % at 7.15 µM. 340,000 tested, 0.12% active;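 active = inhibition above the mean inhibition of all tested compounds plus 3 SD, cut at about 17% in these data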;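 note: assay run at fixed EC70 calcium of 1.6 mM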
NSD2 inh: NSD2 histone methyltransferase inhibitors, primary screen, biochemical, AlphaScreen, single concentration, set 2; AID 743445, 2014; NSD2 peptide methylation, 120 min; inhibition, % at 12.5 µM; Histone-lysine N-methyltransferase NSD2 (Homo sapiens), O96028; 310,000 tested, 0.54% active; in the data active = inhibition above about 50%
Target sequence (O96028 whole entry, looked up): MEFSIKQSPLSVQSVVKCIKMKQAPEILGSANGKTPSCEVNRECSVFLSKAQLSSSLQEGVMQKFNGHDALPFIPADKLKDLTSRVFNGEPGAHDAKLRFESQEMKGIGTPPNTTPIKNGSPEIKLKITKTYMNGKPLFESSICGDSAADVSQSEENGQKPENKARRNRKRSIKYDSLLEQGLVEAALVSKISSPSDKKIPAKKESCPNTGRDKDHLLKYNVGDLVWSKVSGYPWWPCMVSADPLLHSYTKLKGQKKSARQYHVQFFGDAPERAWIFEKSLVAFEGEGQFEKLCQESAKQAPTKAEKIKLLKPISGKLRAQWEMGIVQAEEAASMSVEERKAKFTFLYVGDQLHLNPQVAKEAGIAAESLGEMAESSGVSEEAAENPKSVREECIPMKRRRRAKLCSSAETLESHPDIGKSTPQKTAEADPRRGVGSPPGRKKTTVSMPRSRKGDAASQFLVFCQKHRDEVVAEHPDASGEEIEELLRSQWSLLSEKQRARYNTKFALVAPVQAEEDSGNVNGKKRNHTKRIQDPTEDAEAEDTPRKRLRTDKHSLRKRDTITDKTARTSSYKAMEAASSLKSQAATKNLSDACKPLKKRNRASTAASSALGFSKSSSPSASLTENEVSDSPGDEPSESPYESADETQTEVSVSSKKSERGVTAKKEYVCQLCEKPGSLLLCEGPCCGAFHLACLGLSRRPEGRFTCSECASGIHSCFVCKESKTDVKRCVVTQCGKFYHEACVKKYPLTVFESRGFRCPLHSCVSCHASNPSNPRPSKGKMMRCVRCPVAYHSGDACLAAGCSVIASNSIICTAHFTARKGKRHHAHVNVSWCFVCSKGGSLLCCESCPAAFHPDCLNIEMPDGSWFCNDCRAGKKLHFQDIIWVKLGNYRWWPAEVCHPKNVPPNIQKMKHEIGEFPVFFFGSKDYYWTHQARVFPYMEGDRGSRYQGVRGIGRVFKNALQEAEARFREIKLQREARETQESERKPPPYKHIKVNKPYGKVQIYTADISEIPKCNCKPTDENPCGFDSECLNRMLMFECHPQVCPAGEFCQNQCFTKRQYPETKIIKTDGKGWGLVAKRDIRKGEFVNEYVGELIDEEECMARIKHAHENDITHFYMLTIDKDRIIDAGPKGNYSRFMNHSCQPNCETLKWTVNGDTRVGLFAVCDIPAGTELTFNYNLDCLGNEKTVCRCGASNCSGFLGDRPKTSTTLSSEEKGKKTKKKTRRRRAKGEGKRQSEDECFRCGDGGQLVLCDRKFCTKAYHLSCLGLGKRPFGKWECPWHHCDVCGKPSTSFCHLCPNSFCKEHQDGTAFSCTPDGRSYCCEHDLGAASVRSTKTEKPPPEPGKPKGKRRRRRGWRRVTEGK
dFosB act: activators of delta FosB homodimer, primary screen, biochemical, fluorescence polarization, TAMRA-CDK5 oligo, single point | purified delta FosB; percent of positive-control signal above neutral wells | 340,000 tested, 0.99% active | activation, % at 25 µM | Protein FosB (Mus musculus), P13346;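 active = mean activation above about 17%, with every replicate also reaching it, limit read from the data, passing the limit was not always enough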;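 note: fluorescence polarization rise as delta FosB binds a TAMRA Cdk5 AP-1 oligo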
CDK5 inh: inhibitors of human CDK5/p35 kinase, primary screen, biochemical, single concentration. inhibition, % at 10 µM. Cyclin-dependent kinase 5 (Homo sapiens) + Cyclin-dependent kinase 5 activator 1 (Homo …. 330,000 tested, 0.01% active. Recombinant CDK5/p35, ADP-Glo luminescence, 60 min. AID 488839, 2010;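 active = highest replicate inhibition of at least 50% and at least 75% of replicates reaching 50%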;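 note: plate controls were DMSO neutral control for no effect and GW8510 at 10 µM for full effect; many of its hits are not listed in these tables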
PvdQ inh: P. aeruginosa PvdQ acylase inhibitors, primary screen, biochemical, fluorescence, plate reader and imaging, single point; inhibition, % at 10 µM; 340,000 tested, 0.063% active; purified PvdQ acylase; AID 488965, 2010; in the data active = inhibition above about 30%, passing the limit was not always enough;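 note: 0% = vehicle neutral wells and 100% = reference inhibitor wells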
Rtt109 Vps75: inhibitors of C. albicans Rtt109/Vps75 HAT, primary screen, biochemical, ThioGlo CoA-SH fluorescence, plate reader; Histone acetyltransferase RTT109 (Candida albicans (strain SC5314 / ATCC MYA-2876)), …; purified Rtt109/Vps75, 4 h; inhibition, % at 34.9 µM; 330,000 tested, 0.16% active;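 active = inhibition of at least 50% in every replicate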
Keap1 Nrf2 FP: Keap1-Nrf2 protein-protein interaction inhibitors, primary screen, biochemical, fluorescence polarization, single point; Kelch-like ECH-associated protein 1 (Homo sapiens), Q14145; Keap1 Kelch-Nrf2 peptide fluorescence polarization, 1536-well; inhibition, % at 9.4 µM; 340,000 tested, 0.15% active; in the data active = inhibition above about 12%;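 note: human Keap1 Kelch domain with fluorescein labeled Nrf2 9mer peptide probe; 0% = neutral control wells and 100% = peptide positive control; higher means more block of Keap1 binding to Nrf2 peptide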
* marks the source's active call; other numbers are inactive results; nt = no result given.

| cpd | SMILES | cardiac RTF act | PfHsp90 set2 | Mot1-301 SUMO | LANA DNA inh | Cardiac RTF inh | NSD2 inh | dFosB act | CDK5 inh | PvdQ inh | Rtt109 Vps75 | Keap1 Nrf2 FP |
| --- | --- | --- | --- | --- | --- | --- | --- | --- | --- | --- | --- | --- |
| 1 | CC1=C(C(=O)NCc2ccc3c(c2)OCO3)C2(CCC(C)CC2)OC1=O (centres undefined) | -1 | 15 | 178 | -0.8 | -6 | nt | -8 | -0.5 | -5 | -8 | 1 |
| 2 | Cc1nc(SCC(=O)c2ccc(F)cc2)c([N+](=O)[O-])[nH]1 | -4 | -13 | -8 | 1.1 | 3 | 3 | 3 | -1.7 | -8 | 7 | 1 |
| 3 | O=C(CCC(=O)OCc1ccc(Cl)cc1)Nc1cccc([N+](=O)[O-])c1 | 0 | -24 | 17 | 0.5 | 0 | 0 | -7 | 0.3 | -9 | 5 | 2 |
| 4 | Cc1nn(C)c(C)c1C1C(C#N)=C(N)OC2=C1C(=O)CC(C)(C)C2 (centres undefined) | 6 | -17 | -15 | 23 | -15 | -4 | -6 | 2.9 | 7 | nt | -7 |
| 5 | O=c1ccc2c(o1)/C(=C/C=C(Cl)Cl)CCC2 | -1 | -5 | -5 | 0.4 | 8 | 1 | -10 | 0.1 | 9 | 11 | 0 |
| 6 | O=C1NCCOC(=O)[C@H](Cc2ccc(F)cc2)CC/C=C/C[C@@H]1CC(=O)N(CCO)Cc1ccccc1 | 3 | -25 | -8 | 1.7 | 8 | nt | -1 | -0.1 | 16 | 3 | -2 |
| 7 | COc1cc(/C=C/C(=O)c2ccccc2O)cc(OC)c1OC | 3 | -12 | -6 | -0.3 | 2 | nt | -2 | -1.1 | -9 | -7 | -4 |
| 8 | COC1(c2cc(-c3ccccc3)nc(N)n2)CCCCC1 | -6 | nt | -3 | -0.3 | -4 | -4 | -9 | -2.2 | -1 | 2 | -5 |
| 9 | COc1ccc(OCC(=O)N2CCN(c3nnc(-c4ccc(C)cc4)c4ccccc34)CC2)cc1 | 9 | 1 | -5 | 0.3 | -7 | 5 | -11 | 0.5 | -16 | -10 | 1 |
| 10 | O=C(/C=C/c1c(F)cccc1Cl)Nc1ncccn1 | 10 | -1 | 4 | -1.1 | -7 | 0 | -18 | 1.6 | -12 | 7 | -2 |
| 11 | NNC(=O)c1ccccc1-n1cccc1 | -2 | -6 | nt | 1.0 | -6 | 0 | -1 | -0.3 | 15 | nt | -5 |
| 12 | Cc1cc(C)nc(-n2ncc(C#N)c2N)n1 | 4 | 2 | -8 | 0.2 | -6 | -1 | -1 | 1.9 | -3 | 6 | -1 |
| 13 | CCOC(=O)C1=C(CCl)NC(=O)NC1c1ccc2c(c1)OCO2 (centres undefined) | 10 | 18 | 12 | 1.3 | -3 | 3 | 3 | 1.1 | 4 | -3 | -3 |
| 14 | CC(C)c1nnc(NC(=O)CCC(=O)Nc2ccc(Cl)cc2)s1 | 5 | -5 | 8 | 0.2 | -5 | -5 | -4 | 1.2 | -10 | -21 | -1 |
| 15 | CCCCC(CC)C(=O)Nc1ccccc1C(=O)NC(C)C (centres undefined) | 5 | 16 | 2 | 0.9 | -3 | -2 | -8 | -0.9 | 0 | 8 | 1 |
| 16 | COc1ccc(NC(=O)CCS(=O)(=O)c2cc3c(cc2Cl)NC(=O)CO3)cc1OC | -3 | 9 | -1 | 0.4 | 1 | 1 | -4 | -1.3 | 5 | 6 | -4 |
| 17 | COC(=O)C1=NN(C(C)(C)CC(C)=O)C2C(=O)N(C3CCCCC3)C(=O)C12 (centres undefined) | 1 | 8 | -4 | 0.1 | 1 | -3 | -7 | 1.0 | -2 | -5 | 0 |
| 18 | O=C(NC1CC1)C1=COCCO1 | -2 | -4 | -2 | -1.1 | 1 | -2 | -5 | 0.8 | 1 | 22 | -5 |
| 19 | C/C(=N\NC(=O)c1ccc(F)cc1)c1ccc(N2CCOCC2)cc1 | 9 | -3 | -18 | -1.8 | 0 | -3 | -11 | -0.3 | 1 | -3 | 5 |
| 20 | O=C(CSc1n[nH]c(-c2ccccc2)n1)Nc1ncc(Br)cc1Br | 4 | 18 | 2 | -1.3 | 0 | -1 | -6 | 0.7 | -25 | -6 | -4 |
| 21 | O=C(NC1=NCCS1)[C@H](Cc1ccccc1)N1C(=O)c2ccccc2C1=O | 3 | -1 | 2 | 1.4 | 5 | 0 | -11 | 0.5 | -5 | 4 | 4 |
| 22 | CC(C)OC(=O)NCCOC(=O)Nc1cccc(Cl)c1 | 3 | -21 | -3 | 0.3 | -4 | nt | -9 | -0.5 | -11 | 0 | 5 |
| 23 | COc1ccccc1Nc1nc2nonc2nc1N1CCCCC1C (centres undefined) | -5 | -9 | 383 | 0.6 | -8 | 6 | -14 | 1.4 | -7 | -18 | -3 |
| 24 | O=C1CN(C(=O)COC(=O)/C=C/c2ccc(S(=O)(=O)N3CCOCC3)cc2)c2ccccc2N1 | 5 | -5 | -22 | 0.3 | 3 | 2 | -9 | -0.9 | -8 | -2 | -4 |
| 25 | O=S(=O)([N-]c1nc2ccccc2nc1-[n+]1ccc(CCCc2ccccc2)cc1)c1cccs1 | 5 | 5 | -18 | 4.5 | -3 | 3 | -11 | 1.2 | 4 | -4 | -20 |
| 26 | CCOc1cc(NCCN2CCOCC2)c([N+](=O)[O-])cc1OCC | -5 | 21 | -11 | -1.3 | 7 | 14 | -1 | 0.3 | 6 | 8 | -4 |
| 27 | COc1cccc(COC(=O)c2cc(S(=O)(=O)N3CCOCC3)ccc2Cl)c1OC | 10 | -2 | nt | -0.5 | -1 | -3 | -11 | -0.8 | -8 | -13 | -1 |
| 28 | CCc1ccc(OCC(=O)NN2Cc3ccccc3C2=N)cc1 | 4 | -4 | 0 | 0.1 | -10 | -5 | -2 | -0.2 | -12 | -10 | -4 |
| 29 | CCOC(=O)N1CCN(C(=O)COC(=O)CNC(=O)c2ccc(Cl)cc2Cl)CC1 | -4 | 4 | -2 | 1.4 | -2 | -1 | -5 | 0.5 | -7 | -2 | 1 |
| 30 | Cc1ccc2cc(CN(Cc3ccco3)C(=O)c3ccco3)c3nnnn3c2c1 | 5 | -26 | 7 | 1.4 | -15 | 2 | -16 | -0.4 | -14 | 11 | 5 |
| 31 | CCn1ccnc1CN(C)C(=O)C1CCC(=O)N(CCc2cccc(F)c2)C1 (centres undefined) | -1 | 20 | 7 | -1.3 | 3 | -1 | 3 | 0.0 | -1 | -1 | 2 |
| 32 | O=C(O)CC1=C(O)C(=O)N(c2ccccc2)C1c1ccc(Br)cc1 (centres undefined) | 5 | -16 | 12 | 0.0 | -6 | 7 | 4 | 1.7 | -6 | 2 | -4 |
| 33 | O=C(NC(=S)Nc1cccc(Cl)c1N1CCOCC1)c1cccs1 | -7 | 17 | 215 | -1.2 | -2 | 0 | -1 | -0.6 | -8 | nt | -1 |
| 34 | Cc1cc(=O)oc2cc(OCc3nnc(-c4ccccc4Br)o3)ccc12 | -7 | -31 | -9 | -0.9 | -22 | 0 | -26 | 2.6 | -12 | -6 | -6 |
| 35 | O=C(NCC1CCCO1)c1sc(=S)n2c1[nH]c(=O)c1ccc(C(=O)N3CCCCC3)cc12 (centres undefined) | 2 | 16 | -9 | -0.5 | -14 | 3 | -5 | -1.4 | 17 | 6 | -3 |
| 36 | COc1ccc(NC(=O)C/C(C)=N/NC(=O)c2ccccn2)c(OC)c1 | -3 | -16 | 0 | -0.5 | -7 | -1 | 3 | -0.3 | -7 | 10 | 1 |
| 37 | O=C(CCc1ccccc1)Nc1cccc(-c2nnc(-c3ccco3)o2)c1 | 0 | 3 | -6 | 2.3 | -21 | -2 | -3 | 0.1 | -12 | -3 | -5 |
| 38 | COCCn1c(C)cc(C(=O)COC(=O)CCc2ccc(S(=O)(=O)N3CCOCC3)cc2)c1C | -5 | 19 | 582 | -0.9 | 3 | 2 | -6 | -0.9 | -7 | 0 | -9 |
| 39 | COc1ccc(CC(=O)OCC(=O)NC2CCCCCC2)cc1OC | 0 | nt | nt | -1.1 | 1 | -1 | -5 | 0.7 | 0 | -9 | 4 |
| 40 | COc1ccc(C(=O)CCC(=O)NC2=NCCS2)cc1 | -3 | 10 | 6 | -0.8 | -2 | 14 | 3 | -4.9 | -12 | -1 | -6 |
| 41 | CC1(CCc2ccc3c(c2)OCO3)NC(=O)c2ccccc2N1 (centres undefined) | 1 | nt | -15 | -0.7 | -15 | 4 | -1 | -0.2 | -16 | -16 | -6 |
| 42 | CC(NC(=O)c1ccc2c(c1)OCCO2)c1ccc(S(N)(=O)=O)cc1 (centres undefined) | 1 | -11 | 59 | 2.1 | -2 | -2 | 6 | 1.1 | 9 | -6 | 0 |
| 43 | Cc1cccc(Cc2cnc(NC(=O)c3ccc(C)o3)s2)c1 | 4 | -14 | 459 | 1.3 | 7 | 1 | -4 | -0.7 | -14 | 3 | -10 |
| 44 | CC(=O)COC(=O)c1cccc(N2C(=O)C3C4C=CC(C4)C3C2=O)c1 (centres undefined) | 1 | 2 | 4 | 0.3 | -5 | nt | -7 | 2.5 | 1 | -6 | -2 |
| 45 | COC(=O)c1scc(C)c1NC(=O)Cc1ccccc1 | 2 | 2 | 11 | 0.4 | -6 | nt | -6 | 0.6 | -13 | 0 | -2 |
| 46 | O=C(CN1C(=O)NC2(CCCC2)C1=O)Nc1cc(Cl)ccc1N1CCCC1 | -4 | 7 | -13 | -0.7 | -6 | 1 | -5 | 1.9 | 6 | 6 | -1 |
| 47 | COc1ccc(C2Nc3ccccc3C(=O)N2Cc2ccco2)cc1COc1ccc(F)cc1 (centres undefined) | -1 | nt | 2 | 0.5 | -11 | -2 | -18 | 1.2 | -8 | 3 | 1 |
| 48 | CCOC(=O)C1CCCN(CC(O)COCc2ccc3c(c2)OCO3)C1 (centres undefined) | -3 | -1 | -1 | -7.6 | -7 | 0 | -3 | 1.5 | 20 | 3 | -4 |
| 49 | O=C1c2ccccc2C(=O)N1CCc1c[nH]c2ccc(O)cc12 | 9 | 11 | -6 | 2.4 | -9 | -1 | -13 | -3.4 | 0 | -1 | -4 |
| 50 | Clc1ccc2ncc(-c3nnnn3-c3ccccc3)c(-c3ccccc3)c2c1 | -14 | -37 | 63 | -0.5 | 5 | 1 | 2 | 1.5 | 8 | -3 | 2 |
